WT yeast gro inh: growth inhibition of WT yeast, mitochondrial fusion screen; 190,000 compounds, 2.1% hits; AID 1362; mitochondrial fusion phenotypic screen, WT strain; inhibition, % at 10 µM; in the data active means inhibition above about 58%; tested in S. cerevisiae
Ins promoter up: MIN6 insulin promoter up-regulation; z-score at 5 µM; MIN6 insulin promoter-GFP reporter, high-content imaging; hits give high values; 190,000 compounds, 0.3% hits;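 active means z-score above 3 at 5 µM with at least 500 cells counted in the well; inconclusive means wells under 500 cells, flagged as cytotoxic or low count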
Lipid droplet: modulators of hepatic lipid droplet formation; 240,000 compounds, 0.4% hits; AML12 mouse hepatocytes, oleate lipid droplets, BODIPY imaging; inhibition, % at 6.5 µM; AID 1656;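 active means lipid droplet intensity inhibited by at least 50%, with more than 500 cells counted; inconclusive means wells with under 300 cells, treated as cytotoxic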
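Assay system: AML12 mouse liver cells | Compound dosing: One dose, 6.5 µM compound | Read-out basis: Droplet intensity reduction, % inhibition | Measured by: Fluorescence imaging, 20x objective, two fields per well | Schedule: Overnight treatment with compound plus oleate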
Dynein transport: dynein cargo transport inhibition; 220,000 compounds, 0.47% hits; z-score, hits read low; 3617.4 mouse cells, GR-EGFP nuclear translocation imaging; test concentration mostly 20 µM; stimulated with dexamethasone, 1 µM; hits give low values;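 active means plate z-score of nuclear minus cytoplasmic receptor signal below a set negative limit, without overly bright fluorescence or cell loss, cut at about -3.5 in these data, passing the limit was not always enough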;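 further: z-score of nuclear minus cytoplasmic ring GR-EGFP intensity difference per well; some compounds called inactive have numbers as strong as hits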
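Buffer or medium: tetracycline-free induction medium containing charcoal-stripped FBS / Reagent: dexamethasone agonist, 1.0 µM final, for 30 min / Technique: automated 10x imaging of fixed Hoechst-stained cells / Times: induction 48 h, compound 1 h, agonist 30 min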
Autophagy mod: modulators of autophagy. MEF GFP-LC3 puncta imaging; test concentration mostly 10 µM. calls only at 10 µM (by protocol). 190,000 compounds, 0.98% hits;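 active means percentage of spot-positive cells more than 3 SD above its plate mean, without a fluorescence outlier flag or 80% toxicity; inconclusive means no clear call, values can overlap the other calls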;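 further: spot-positive cell cutoff set from DMSO-treated cells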
b-catenin transl: beta-catenin nuclear translocation modulation; nuclear translocation activity, % at 5 µM; 190,000 compounds, 0.3% hits; HeLa beta-catenin nuclear translocation, immunofluorescence imaging;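 active means nuclear translocation activity above 50% at 5 µM, with a well cell count of 50 or more; inconclusive means wells under 50 cells across six images, flagged as toxic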;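 further: per-cell ratio of nuclear to cytoplasmic median beta-catenin stain intensity; plate controls were DMSO negative control for no effect and GSK-3 inhibitor IX positive control for full effect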
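test system = HeLa cells, endogenous beta-catenin | dosing = single 5 µM dose plus 0.02–20 µM confirmation series | times = compound treatment 24 h, 37°C, 5% CO2 | technique = beta-catenin immunofluorescence imaging with DAPI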
XIAP antagonists: small molecules displacing peptide from XIAP – biochemical, IAP family, fluorescence polarization (AID 1018). XIAP BIR domain, fluorescence polarization peptide displacement; higher % means a stronger effect. displacement, % at 20 µM; hits with a dose series show IC50 in µM. 200,000 compounds, 0.007% hits; in the data active means displacement above about 50%; further: a part of the inactive calls stands beside numbers as strong as those of hits
MT stabilizer: microtubule stabilization, imaging screen; % tubulin-high responders, % at 10 µM; 200,000 compounds, 0.83% hits; HeLa tubulin immunostaining HCS, 24 h; share of cells brighter than vehicle mean+2SD;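 active means plate Z-score above 3 for both tubulin-high and condensed-nucleus cell shares, with cell loss under 80%, at 10 µM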;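 further: anti alpha tubulin signal scored within the nucleus-defined area of each cell; some results filed as inactive read as strong as hits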
CSM14.1 death rescue: protection against thapsigargin-triggered cell killing – 384-well, CSM14.1, ATP luminescence, primary screen (AID 1222); CSM14.1 thapsigargin-induced death rescue, ATP luminescence; higher % means a stronger effect; 190,000 tested, under 10 active; cellular ATP content (survival), % at 20 µM, or EC50 in µM where a hit was titrated;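 active means EC50 below 50 µM in the dose-response confirmation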;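 further: death triggered by thapsigargin at about 15 µM added after 2 h compound pretreatment; cell ATP read after overnight thapsigargin exposure of roughly 18 to 22 hours; normalized against plate controls of thapsigargin alone and 5% DMSO vehicle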
WT yeast gro inh mutant strain: recorded beside WT yeast gro inh, whose call it bears; inhibition, %; mitochondrial fusion phenotypic screen, mutant strain inhibition
Dynein transport cytoplasmic EGFP: further read-out of Dynein transport, marked with its call; z-score; measured here: cytoplasmic GR-EGFP intensity; hits give high values
Dynein transport nuclear GR-EGFP: second read-out of Dynein transport, no call of its own (marks repeat the call); z-score; measured here: nuclear GR-EGFP intensity;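 lower value marks the stronger effect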
Dynein transport cell count: second read-out of Dynein transport, no call of its own (marks repeat the call); z-score; measured here: cell count per field
Ins promoter up cell count: further read-out of Ins promoter up, marked with its call; cell count; measured here: cytotoxicity, nuclei count;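 total cells summed across four imaged fields per well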
Lipid droplet cells 6.5 µM: second read-out of Lipid droplet, no call of its own (marks repeat the call); cell count; measured here: cell count, cytotoxicity flag;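 cells counted across two imaged fields per well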
b-catenin transl cell count 5 µM: further read-out of b-catenin transl, marked with its call; cell count; measured here: cell count, cytotoxicity flag
MT stabilizer Hoechst-high %: also measured in MT stabilizer; calls as there; % Hoechst-high responders; measured here: nuclear condensation Hoechst responders;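 share of cells brighter than vehicle mean plus two SD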
MT stabilizer cytotoxicity %: recorded beside MT stabilizer, whose call it bears; toxicity, %; measured here: cytotoxicity by cell density;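 0% = mean cell density of plate MIN control wells and 100% = no cells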
Autophagy mod cell loss 18 h: further read-out of Autophagy mod, marked with its call; toxicity, %; measured here: cell loss, nuclei count;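 cell loss after 18 h compound exposure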
The depositor's hits bear a star; i = inactive; ? = inconclusive; / = not tested or not shown. The list is partial; rates above refer to the full screens.

canonical_smiles	WT yeast gro inh	WT yeast gro inh mutant strain	Ins promoter up	Ins promoter up cell count	Lipid droplet	Lipid droplet cells 6.5 µM	Dynein transport	Dynein transport cytoplasmic EGFP	Dynein transport nuclear GR-EGFP	Dynein transport cell count	Autophagy mod	Autophagy mod cell loss 18 h	b-catenin transl	b-catenin transl cell count 5 µM	XIAP antagonists	MT stabilizer	MT stabilizer Hoechst-high %	MT stabilizer cytotoxicity %	CSM14.1 death rescue
Cc1nn(Cc2ccccc2Cl)c(C)c1C(=O)OCC(=O)NC1CCCC(C)C1C (stereo unspecified)	-9	-1	-0.24	1200	-17	572	1.2	-0.16	0.77	-1.4	i	7	-1.3	467	-5.9%	2.9	4.5	9.3	-0.9%
CCN1CCN(c2ncnc3ccc(Br)cc23)CC1	0	8	0.02	1052	-46	546	-0.56	-0.1	-0.31	0.77	i	7	/	/	-3.7%	3.2	2.1	3.2	/
CC(C)n1c(O)c(C=NCc2ccccc2)c(=O)[nH]c1=S	/	/	-0.13	1462	-8	757	-0.43	-0.29	-0.29	0.95	/	/	-4.2	1252	/	/	/	/	/
CN(C)C(=O)Oc1ccc([N+](=O)[O-])cc1	-4	10	-0.11	1266	-30	719	-1	-0.34	-0.7	1	i	0	1.3	1054	-5.2%	1.6	2.8	5.7	0.5%
COc1ccccc1-n1c(-c2ccoc2)nc2ccccc2c1=O	4	-4	0.4	1047	/	/	-0.1	-0.027	0.19	0.51	i	4	-0.1	1231	1.0%	9.2	3.2	7.9	-1.2%
O=C(c1cnn2c(C(F)(F)F)cc(-c3ccccc3)nc12)N1CCC2(CC1)OCCO2	-12	9	-0.81	891	13	749	-0.39	-0.21	0.12	0.5	i	0	/	/	-3.1%	0.9	0.9	8.0	-0.1%
Cc1cc(OCc2cc(C(=O)O)oc2C)c2c3c(c(=O)oc2c1)CCCC3	10	11	0.45	936	2	824	1.9	-0.24	0.91	-0.14	i	3	-6.5	1220	-4.1%	1.5	0.8	7.2	-2.3%
CNCC(C)c1ccccc1 (stereo unspecified)	-11	-20	/	/	-6	672	0.87	-0.28	0.04	0.038	i	13	0.8	1446	3.0%	4.6	1.6	14	1.7%
CCC(CO)NC(=O)C1C=C2c3cccc4[nH]cc(c34)CC2N(C)C1 (stereo unspecified)	/	/	-0.13	1326	-4	682	0.27	-0.068	0.13	0.51	/	/	0.7	1111	/	/	/	/	/
O=C(CNC(=O)OCc1ccccc1)NCC(=O)Nc1ccc(Br)cc1C(=O)c1ccccc1	-6	-14	0.06	1318	-6	719	1	-0.24	1.2	-1.6	i	-5	-2.0	1168	-3.3%	3.5	2.4	14	-1.6%
CN(C)/C=C(\C=[N+](C)C)c1[nH]ncc1[N+](=O)[O-]	2	10	-0.62	1385	-2	675	-1.2	-0.17	-0.61	1	i	-18	0.5	1105	-5.8%	5.2	1.4	4.0	-4.7%
O=c1[nH]c(=S)n(C2CC2)c(O)c1/C=N/N1CCOCC1	-3	15	0.14	1287	0	616	-0.7	-0.26	-0.2	0.71	i	2	-0.8	982	-5.3%	2.2	1.7	3.6	1.1%
CC(C)NC(=O)c1ccc(N2CC3CC(C2)c2cccc(=O)n2C3)c([N+](=O)[O-])c1 (stereo unspecified)	7	3	/	/	7	700	0.098	-0.29	0.034	0.23	i	-55	7.1	555	-6.9%	2.0	1.0	0.1	-0.1%
CSc1ccc(C(=O)C2CCCN(Cc3cccnc3)C2)cc1 (stereo unspecified)	-4	23	-0.15	1412	-13	682	-0.54	-0.28	-0.083	0.28	i	30	-2.1	983	-2.6%	3.6	1.8	1.1	3.7%
CC1(C)CC(=O)C(C=NCCN2CCN(C(=O)Cc3ccccc3)CC2)=C(O)C1	-8	4	0.42	1012	/	/	-0.57	-0.2	-0.22	0.18	i	-13	2.0	1192	-8.4%	2.3	2.5	2.4	-0.5%
O=[N+]([O-])c1ccc(N2CCCCCC2)c2ncccc12	28	34	-0.8	1248	0	680	0.85	-0.2	0.64	-0.74	i	-33	2.2	1245	-1.0%	9.5	1.7	9.0	-0.8%
NP(=O)(Oc1ccc(Cl)cc1)Oc1ccc(Cl)cc1	-11	4	-0.05	1220	-1	688	0.79	-0.35	0.16	-0.59	i	38	-0.4	1096	-8.9%	1.4	1.4	7.1	-0.1%
c1ccc(-c2nnc(C3CC(c4cccnc4)=NO3)o2)cc1 (stereo unspecified)	/	/	0.49	740	24	702	0.49	-0.8	0.17	0.067	/	/	-1.1	1430	/	/	/	/	/
CCNC(=O)NC(=O)C(C)OC(=O)c1c(C)nn(Cc2ccccc2Cl)c1Cl (stereo unspecified)	5	6	-0.07	1340	-1	667	-1.1	-0.31	-1	0.73	i	-3	/	/	-14%	3.1	2.3	4.2	-3.2%
Cc1cccc(C)c1OP(N)(=O)Oc1c(C)cccc1C	/	/	-0.38	1113	1	716	-1	-0.24	0.24	0.43	/	/	-0.2	1241	/	/	/	/	/
CCC(=NCCCN(CC)CC)c1c(O)n(C2CCCCC2)c(=O)[nH]c1=O	-2	2	-0.35	1104	/	/	0.019	-0.11	-0.048	0.0089	i	6	-2.0	1035	-0.9%	5.2	1.2	4.1	-1.1%
CN=C(SCc1cc2c(cc1Cl)OCO2)c1c(O)n(C)c(=O)n(C)c1=O	-14	-56	?	/	/	/	0.12	-0.46	0.028	-0.38	i	3	-2.6	882	-5.9%	3.3	1.5	8.4	-1.5%
COc1ccc(/C=C/C2=CCN(C)CC2)cc1	-13	5	0.13	1405	0	704	-0.29	-0.28	-0.081	0.8	i	0	1.4	996	-1.5%	2.2	1.2	2.1	-0.2%
Cc1c(C(=O)N2CCC3(CC2)OCCO3)sc2ncnc(N3CCc4ccccc4C3)c12	4	0	-1.6	1227	-3	727	0.037	0.037	-0.24	0.99	i	2	0.9	996	3.3%	2.3	2.1	2.5	-0.2%
Cc1ccc(-c2cc(C(F)F)n3ncc(C(=O)N4CCC5(CC4)OCCO5)c3n2)cc1	6	9	-0.77	934	11	808	-0.82	-0.27	-0.49	0.43	i	4	-5.2	1104	-1.2%	1.2	2.0	5.5	-2.0%
CCn1c(=O)n(CC(=O)N2CCC3(CC2)OCCO3)c(=O)c2ccccc21	/	/	0.15	1447	/	/	-0.33	-0.073	0.43	0.28	i	17	0.4	1462	-20%	6.0	2.1	11	-2.2%
Oc1ccc(/C=N/NP(=S)(c2ccccc2)c2ccccc2)cc1	5	7	0.74	807	-29	793	-0.055	-0.031	0.31	0.00066	i	0	4.4	1088	-7.7%	3.2	2.1	7.0	-0.3%
CCOP(=S)(OCC)SCC(=O)NC(C)(CC)C(=O)O (stereo unspecified)	-5	-8	0.58	878	/	/	0.013	-0.39	0.16	0.067	i	28	/	/	-1.0%	1.8	1.2	6.9	0.4%
O=C(C[n+]1ccn(CCCNP2(=O)C=C(c3ccccc3)OC(c3ccccc3)=C2)c1)c1ccccc1	-6	2	-0.57	1281	19	713	-0.23	-0.26	0.21	0.74	i	2	-0.6	1190	-12%	4.0	2.7	7.7	27%
COc1ccccc1CCNC1C2CC3CC(C2)CC1C3 (stereo unspecified)	1	-5	-1.9	2056	-24	559	-0.68	-0.32	-0.64	0.99	i	22	0.2	1048	-7.9%	2.8	2.4	6.8	-4.1%
COC(=O)c1c(C)n(Cc2ccco2)c2ccc(O)cc12	-16	-7	0.19	894	0	786	0.37	-0.27	0.37	0.91	i	-3	3.5	1023	-3.3%	2.4	1.6	6.9	-2.1%
CCCCOc1ccc(CCN)cc1Cl	14	-10	0.26	1356	-12	499	1.1	-0.0071	1.6	-3.2	i	-8	-1.3	1107	-14%	2.1	1.6	3.1	0.2%
COC(=O)c1ccccc1N=Cc1c(O)[nH]c(=S)[nH]c1=O	3	-1	-0.41	1156	-4	684	-0.63	-0.21	-0.27	0.52	i	1	3.3	1071	-5.4%	4.7	3.0	10	-0.3%
O=C(c1cccc(N2CCCC2=O)c1)N1CCC2(CC1)OCCO2	4	-20	1.7	653	-2	723	2.2	-0.013	1.7	-2	i	-6	-0.5	1028	-4.7%	1.5	1.8	9.7	-2.1%

A second format for some results above.
Below each SMILES – WT yeast gro inh, WT yeast gro inh mutant strain, Ins promoter up, Ins promoter up cell count, Lipid droplet, Lipid droplet cells 6.5 µM, Dynein transport, Dynein transport cytoplasmic EGFP, Dynein transport nuclear GR-EGFP, Dynein transport cell count, Autophagy mod, Autophagy mod cell loss 18 h, b-catenin transl, b-catenin transl cell count 5 µM, XIAP antagonists, MT stabilizer, MT stabilizer Hoechst-high %, MT stabilizer cytotoxicity %, CSM14.1 death rescue
CCN1CCN(c2ncnc3ccc(Br)cc23)CC1
 : 0, 8, 0.02, 1052, -46, 546, -0.56, -0.1, -0.31, 0.77, i, 7, /, /, -3.7%, 3.2, 2.1, 3.2, /
Cc1cccc(C)c1OP(N)(=O)Oc1c(C)cccc1C
 : /, /, -0.38, 1113, 1, 716, -1, -0.24, 0.24, 0.43, /, /, -0.2, 1241, /, /, /, /, /

Source: PubChem (several laboratories)
